TLR9-MyD88 inh: TLR9-MyD88 interaction inhibition; Q9NR96+Q99836; CHO BLA complementation TLR9-MyD88, CCF4 FRET ratio; inhibition, % at 4.98 µM; hit rate 0.21% among 340,000;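 active = inhibition above the mean over all tested compounds plus 3 SD, cut at about 21% in these data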;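 note: 0% = DMSO only wells and 100% = clavulanate BLA inhibitor control wells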
SRC2 inh: inhibits human steroid receptor coactivator 2. AID 651957. inhibition, % at 9 µM. HEK293 GAL4-SRC2 luciferase reporter, luminescence. hit rate 0.17% among 370,000. Q15596;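 active = inhibition above the mean inhibition of all tested compounds plus 3 SD, set per campaign, cut at about 52% in these data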;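 note: 0% = DMSO treated cells and 100% = cells given Gossypol at 36 µM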
C8 TRAIL sens: sensitizes caspase-8 expressing cells to TRAIL; NB7+C8 cells + TRAIL, ATPlite viability luminescence; inhibition (viability loss, TRAIL sensitization), % at 10 µM; hit rate 1% among 360,000; AID 624354;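 active = compounds causing at least 50% loss of cell viability in the single-dose screen, relative to plate controls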
COUP-TFII inh: inhibitors of human COUP-TFII (NR2F2). HEK293T NGFI-A luciferase reporter, luminescence. inhibition, % at 8.6 µM. P24468. hit rate 0.7% among 370,000;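 active = inhibition above a per-plate cutoff, mean inhibition of test wells between control levels plus 3 SD, cut at about 38% in these data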;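 note: cells cotransfected with COUP-TFII expression vector driving the NGFI-A reporter; 0% = median of COUP-TF2 test wells and 100% = reporter-only cells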
Target sequence (P24468 whole entry, looked up): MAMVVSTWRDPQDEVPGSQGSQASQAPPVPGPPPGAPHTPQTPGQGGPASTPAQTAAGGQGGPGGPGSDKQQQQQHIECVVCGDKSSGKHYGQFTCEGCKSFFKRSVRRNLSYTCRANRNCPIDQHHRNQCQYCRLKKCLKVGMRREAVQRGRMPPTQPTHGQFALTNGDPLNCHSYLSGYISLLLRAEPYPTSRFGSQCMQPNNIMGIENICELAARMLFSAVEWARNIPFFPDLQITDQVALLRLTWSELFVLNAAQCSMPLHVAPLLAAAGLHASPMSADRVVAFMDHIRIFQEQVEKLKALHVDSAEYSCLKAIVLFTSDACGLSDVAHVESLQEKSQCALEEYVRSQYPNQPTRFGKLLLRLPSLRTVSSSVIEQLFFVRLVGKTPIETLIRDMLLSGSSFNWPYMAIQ
NOD2 RIPK2 PPI: NOD2-RIPK2 protein interaction inhibition | CHO BLA complementation NOD2-RIPK2, CCF4 ratio | inhibition, % at 4.98 µM | hit rate 0.38% among 360,000 | AID 624267; in the data active = inhibition above about 21%;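 note: 0% = vehicle only and 100% = reference blocker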
Target sequence (O43353 whole entry, looked up): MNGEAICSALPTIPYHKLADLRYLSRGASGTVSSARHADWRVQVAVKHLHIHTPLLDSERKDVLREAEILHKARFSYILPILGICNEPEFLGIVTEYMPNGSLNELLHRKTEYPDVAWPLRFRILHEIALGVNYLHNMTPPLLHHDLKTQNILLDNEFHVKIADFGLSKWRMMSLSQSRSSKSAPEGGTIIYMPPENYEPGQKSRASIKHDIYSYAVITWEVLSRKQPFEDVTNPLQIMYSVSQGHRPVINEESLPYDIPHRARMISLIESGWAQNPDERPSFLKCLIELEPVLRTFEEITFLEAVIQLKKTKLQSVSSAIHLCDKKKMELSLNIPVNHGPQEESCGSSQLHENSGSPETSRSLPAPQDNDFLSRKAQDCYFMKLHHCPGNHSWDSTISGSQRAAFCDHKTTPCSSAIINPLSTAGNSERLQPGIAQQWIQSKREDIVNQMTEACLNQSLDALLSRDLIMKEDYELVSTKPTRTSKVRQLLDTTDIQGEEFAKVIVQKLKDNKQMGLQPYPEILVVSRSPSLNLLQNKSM
SRC1 inh: inhibitors of human steroid receptor coactivator 1 (SRC1); HEK293 GAL4-SRC1 luciferase reporter, luminescence; inhibition, % at 3.6 µM; Q15788; AID 588354; hit rate 0.12% among 360,000;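 active = inhibition above the campaign mean plus 3 SD, with each screening campaign given its own cutoff, cut at about 60% in these data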;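 note: 0% = DMSO treated cells and 100% = gossypol at 36 µM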
SRC3 inh: inhibitors of human steroid receptor coactivator 3 (SRC3) | Q9Y6Q9 | HEK293 GAL4-SRC3 luciferase reporter, luminescence | inhibition, % at 3.6 µM | hit rate 0.17% among 360,000;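 active = inhibition above a per-campaign cutoff, the mean of all compounds plus 3 SD, cut at about 60% in these data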;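 note: 0% = DMSO-treated cells and 100% = gossypol-treated cells at 36 µM; higher means less SRC3-driven luciferase light from the GAL4 reporter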
NR5A2 inv ag: NR5A2 inverse agonism in reporter assay. HEK293T StAR-luciferase reporter, LRH-1 transfected, 24 h. inhibition, % at 3.6 µM. hit rate 0.13% among 360,000. AID 602396. O00482;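 active = inhibition above the mean inhibition of all tested compounds plus 3 SD, cut at about 73% in these data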;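 note: 0% = DMSO wells and 100% = reporter-only cells lacking LRH-1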
TROY signal inh: TROY signaling inhibition; Q293 LMP1-TROYcd NF-kB luciferase reporter, 4 h; inhibition, % at 10 µM; hit rate 0.98% among 360,000; AID 1347056;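 active = compounds whose plate-normalised and pattern-corrected inhibition of the luciferase reporter signal at the single screening dose is 50% or more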
Vif inh: inhibitors of HIV Vif. HEK293T cells, Vif self-association by quenched fluorescence, imaging, 24 h. inhibition, % at 7.49 µM. hit rate 0.35% among 340,000; in the data active = inhibition above about 50%, passing the limit was not always enough; inconclusive = no clear call, values can overlap the other calls; inactive = below about 31%; note: some results filed as inactive read as strong as hits
LMP1 NFkB inh: reduces LMP1-driven NF-kappaB luciferase signal; AID 504558; inhibition, % at 12.5 µM; LMP1-induced NF-kappaB luciferase reporter cells, luminescence; hit rate 0.69% among 350,000; in the data active = inhibition above about 41%; inconclusive = no clear call, values can overlap the other calls;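 note: 0% = neutral control wells and 100% = reference inhibitor control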
* = called active by the depositor; ? = inconclusive; . = not tested or not shown. Some of the compounds tested (hit frequency here may not be typical).

1) COCCCn1c(SCC(=O)NC(C)(C)C)nnc1-c1cccs1
2) CCOC(=O)c1cnc(SC2CCc3ccccc3C2=O)nc1N (stereo not drawn)
3) Cc1ccccc1COn1nnc2ccc(S(=O)(=O)N3CCOCC3)cc21
4) CC(=O)C1CCC2C3CCC4CC(OC(=O)CCC(=O)O)CCC4(C)C3C(=O)CC12C (stereo not drawn)
5) COc1ccc(CN(C)CC(=O)Nc2ccc(SC(F)F)cc2)cc1OC
6) CCCCNC(=O)Cn1nc(-c2ccc(C)cc2)ccc1=O

Screen / compound no.	1	2	3	4	5	6
TLR9-MyD88 inh	6.0	-2.0	4.3	6.6	0.5	-0.8
SRC2 inh	-4.5	-14.9	-26.0	8.5	6.8	.
C8 TRAIL sens	-7.6	-6.9	7.8	3.8	5.1	0.3
COUP-TFII inh	1.1	11.7	14.6	7.6	5.3	.
NOD2 RIPK2 PPI	-7.1	-3.6	0.9	-3.2	-8.6	0.7
SRC1 inh	1.5	-34.9	-40.8	6.4	-0.6	7.8
SRC3 inh	11.8	-4.8	-21.4	2.5	13.0	-0.4
NR5A2 inv ag	13.6	8.3	-6.3	-8.5	4.6	-9.2
TROY signal inh	-9.5	49.5	-7.6	6.5	18.4	-13.3
Vif inh	-2.2	-2.7	?	-9.6	-8.6	13.4
LMP1 NFkB inh	-12.2	7.3	-6.7	7.1	5.9	-0.4

7) COC(=O)c1ccc(Cl)c(NC(C)=O)c1
8) COc1ccc(-c2nnc(-c3ccc(OCC(C)C)cc3)o2)cc1
9) CN1C(=O)CCC1(O)c1ccccc1 (stereo not drawn)
10) CCOc1cc(N)c(Cl)cc1C(=O)NCC1CN(Cc2ccc(F)cc2)CCO1 (stereo not drawn)
11) COc1ccc(C(=O)N(CCc2ccccc2)Cc2cccs2)c(OC)c1
12) CCc1ccc(-c2cc(C)no2)cc1S(=O)(=O)N1CCN(c2ccccc2OC)CC1

Screen / compound no.	7	8	9	10	11	12
TLR9-MyD88 inh	-1.6	-10.7	-0.2	1.0	0.1	0.5
SRC2 inh	7.6	2.5	4.4	-28.1	11.4	2.5
C8 TRAIL sens	5.9	15.7	12.6	-3.8	7.2	7.7
COUP-TFII inh	9.1	4.7	12.3	8.7	4.0	-21.0
NOD2 RIPK2 PPI	-3.3	1.6	-7.6	2.0	4.4	-2.9
SRC1 inh	1.4	1.2	-1.0	10.4	-36.0	19.7
SRC3 inh	23.2	0.9	-1.6	-9.2	-2.7	16.8
NR5A2 inv ag	4.7	5.2	13.9	-3.0	3.7	-16.4
TROY signal inh	8.0	5.2	10.6	-11.4	-14.1	-7.9
Vif inh	3.8	.	-4.5	3.8	-8.3	-5.5
LMP1 NFkB inh	2.0	4.2	-9.5	-4.1	-7.1	8.0

13) Cc1cccc(CN2CCCC(C(=O)N3CCCCC3)C2)c1 (stereo not drawn)
14) CN(CC(=O)OCC(=O)c1c(N)n(C)c(=O)n(C)c1=O)S(=O)(=O)c1ccc(Cl)cc1
15) O=C(Nc1ccc(SC(F)F)cc1)c1ccccc1F
16) CCOC(=O)[C@H]1[C@H]2COc3ccc(Cl)cc3[C@@H]2N2C(=O)c3cc(Br)ccc3NC(=O)[C@@]12C
17) COc1cccc(C(=O)N(C)c2nnc(-c3ccncc3)s2)c1
18) Cc1ccc(CC(=O)NC2CCN(C)CC2)cc1

Screen / compound no.	13	14	15	16	17	18
TLR9-MyD88 inh	3.1	8.4	1.4	-2.5	-5.7	-4.4
SRC2 inh	6.0	-23.6	-74.5	-11.1	14.0	17.1
C8 TRAIL sens	-16.6	2.5	11.7	6.2	-18.4	0.6
COUP-TFII inh	-16.5	-6.9	-45.5	-4.1	-10.5	-11.3
NOD2 RIPK2 PPI	-9.0	-11.0	-1.0	-6.0	-1.4	-9.2
SRC1 inh	17.1	-2.5	-101.5	-10.9	-28.9	3.7
SRC3 inh	-4.2	-7.1	-95.8	-11.6	-2.6	-5.7
NR5A2 inv ag	-2.3	-8.9	-132.3	1.2	-6.0	0.2
TROY signal inh	-5.3	21.9	-63.1	7.1	-13.4	-6.2
Vif inh	-8.7	2.5	-8.2	-3.3	-2.7	-12.2
LMP1 NFkB inh	1.2	-1.6	-60.5	-5.4	2.2	16.7

19) Cc1ccc(CCc2nnc(SCC(=O)Nc3cc(Cl)ccc3Cl)n2-c2ccccc2)o1
20) CC(C)c1ccc(O)c(NC(=S)NC(=O)CCc2ccccc2)c1
21) CCN1CCN(C(=O)C2CCN(S(=O)(=O)c3ccc(SC)cc3)CC2)CC1
22) CN(C)Cc1ccccc1Sc1ccc(O)cc1O
23) CCN1C(=O)/C(=C2\SC(=S)N(c3c(C)n(C)n(-c4ccccc4)c3=O)C2=O)c2ccccc21
24) COc1ccc(OC)c(S(=O)(=O)Nc2cc3c4c(c2)CCN4C(=O)CC3)c1

Screen / compound no.	19	20	21	22	23	24
TLR9-MyD88 inh	-0.5	2.6	-3.7	-0.4	1.5	-1.4
SRC2 inh	-8.7	-16.7	1.4	-8.7	15.1	10.4
C8 TRAIL sens	-16.3	7.2	3.6	8.9	15.4	-5.3
COUP-TFII inh	6.6	-19.5	-9.1	-1.6	-6.0	5.7
NOD2 RIPK2 PPI	-3.3	8.4	1.3	-11.0	6.4	-3.0
SRC1 inh	1.1	-9.4	10.5	-17.3	-5.1	-10.1
SRC3 inh	21.4	21.6	-14.2	-1.1	-15.7	-8.2
NR5A2 inv ag	4.7	-1.0	-26.4	5.0	16.8	7.7
TROY signal inh	19.3	1.4	-4.6	-4.5	12.4	16.3
Vif inh	0.4	-2.0	8.2	-2.0	-1.4	14.5
LMP1 NFkB inh	3.6	6.3	6.7	8.5	-0.9	-5.6

25) CCOC(=O)c1cnn(CCOC(=O)c2cccc(F)c2)c1NC(=O)c1cccc(F)c1
26) CC(C)C1C(=O)N(Cc2cn(CCC3OCCO3)nn2)CCS(=O)(=O)N1Cc1ccc(-c2ccc(Cl)c(Cl)c2)cc1 (stereo not drawn)
27) CCOC(=O)N1CCN(C(=O)c2n[nH]c(=O)c3ccccc23)CC1
28) O=C(COC(=O)c1cc(S(=O)(=O)N2CCCC2)ccc1O)Nc1ccc(SC(F)F)cc1
29) Cc1cccc(/N=C/c2ccccn2)n1
30) Cc1ccc([C@H]2C[C@H](O)[C@@H](n3cc(-c4ccc(F)cc4)nn3)CN2Cc2cccs2)cc1

Screen / compound no.	25	26	27	28	29	30
TLR9-MyD88 inh	-13.6	2.1	3.9	-2.3	-2.3	-11.5
SRC2 inh	10.7	23.7	8.8	14.1	-2.1	-5.7
C8 TRAIL sens	-6.9	-12.8	23.0	4.4	-12.7	23.4
COUP-TFII inh	6.4	11.3	-3.1	4.8	-17.1	10.2
NOD2 RIPK2 PPI	-9.7	-10.0	-3.8	-13.4	-4.1	-0.8
SRC1 inh	1.2	9.9	4.1	-11.6	-16.5	-1.1
SRC3 inh	9.5	14.0	-15.6	17.0	-26.7	2.3
NR5A2 inv ag	10.1	5.2	13.5	6.0	5.9	14.6
TROY signal inh	14.9	18.2	0.8	44.0	6.6	19.2
Vif inh	?	5.6	1.0	-9.6	2.1	1.7
LMP1 NFkB inh	3.8	-22.9	-3.1	4.5	-0.7	8.3

31) COc1ccc(N(CC(=O)NCCC2=CCCCC2)S(=O)(=O)c2ccccc2)cc1
32) COc1cc(/C=C/C(=O)O)cc(S(=O)(=O)Nc2ccc3cn[nH]c3c2)c1OC
33) COc1ccc(S(=O)(=O)c2c(O)cc(C)c(NS(=O)(=O)c3ccccc3)c2C)cc1
34) Clc1cccc(Cl)c1CSc1nnc(/C=C/c2ccccc2)o1
35) Cn1c(CNS(=O)(=O)c2ccc(F)cc2)n[nH]c1=S
36) CS(=O)(=O)Nc1ccc(C2=NN(C(=O)c3ccco3)C(c3ccco3)C2)cc1 (stereo not drawn)

Screen / compound no.	31	32	33	34	35	36
TLR9-MyD88 inh	0.0	-8.5	-4.0	6.5	0.7	1.8
SRC2 inh	-21.0	-20.9	-23.5	-43.8	-3.4	-24.0
C8 TRAIL sens	-19.2	-5.0	7.9	2.3	-4.2	21.6
COUP-TFII inh	6.4	14.5	-10.6	10.2	6.8	0.4
NOD2 RIPK2 PPI	-0.8	5.6	-2.4	10.2	-1.8	-12.7
SRC1 inh	0.9	0.3	-7.3	7.7	2.6	8.0
SRC3 inh	1.0	0.3	2.2	-5.7	-9.4	14.5
NR5A2 inv ag	12.4	0.9	-5.2	-11.0	9.6	-3.0
TROY signal inh	-7.7	0.7	2.7	-8.4	9.0	25.2
Vif inh	-1.9	26.4	10.6	14.8	-4.5	-6.4
LMP1 NFkB inh	3.5	-1.8	-0.7	-4.7	0.8	6.3

Nine compounds from above, arranged by SMILES length, ascending.
29) Cc1cccc(/N=C/c2ccccn2)n1
35) Cn1c(CNS(=O)(=O)c2ccc(F)cc2)n[nH]c1=S
34) Clc1cccc(Cl)c1CSc1nnc(/C=C/c2ccccc2)o1
31) COc1ccc(N(CC(=O)NCCC2=CCCCC2)S(=O)(=O)c2ccccc2)cc1
36) CS(=O)(=O)Nc1ccc(C2=NN(C(=O)c3ccco3)C(c3ccco3)C2)cc1 (stereo not drawn)
25) CCOC(=O)c1cnn(CCOC(=O)c2cccc(F)c2)c1NC(=O)c1cccc(F)c1
33) COc1ccc(S(=O)(=O)c2c(O)cc(C)c(NS(=O)(=O)c3ccccc3)c2C)cc1
30) Cc1ccc([C@H]2C[C@H](O)[C@@H](n3cc(-c4ccc(F)cc4)nn3)CN2Cc2cccs2)cc1

Screen / compound no.	29	35	34	31	36	25	33	30
TLR9-MyD88 inh	-2.3	0.7	6.5	0.0	1.8	-13.6	-4.0	-11.5
SRC2 inh	-2.1	-3.4	-43.8	-21.0	-24.0	10.7	-23.5	-5.7
C8 TRAIL sens	-12.7	-4.2	2.3	-19.2	21.6	-6.9	7.9	23.4
COUP-TFII inh	-17.1	6.8	10.2	6.4	0.4	6.4	-10.6	10.2
NOD2 RIPK2 PPI	-4.1	-1.8	10.2	-0.8	-12.7	-9.7	-2.4	-0.8
SRC1 inh	-16.5	2.6	7.7	0.9	8.0	1.2	-7.3	-1.1
SRC3 inh	-26.7	-9.4	-5.7	1.0	14.5	9.5	2.2	2.3
NR5A2 inv ag	5.9	9.6	-11.0	12.4	-3.0	10.1	-5.2	14.6
TROY signal inh	6.6	9.0	-8.4	-7.7	25.2	14.9	2.7	19.2
Vif inh	2.1	-4.5	14.8	-1.9	-6.4	?	10.6	1.7
LMP1 NFkB inh	-0.7	0.8	-4.7	3.5	6.3	3.8	-0.7	8.3

26) CC(C)C1C(=O)N(Cc2cn(CCC3OCCO3)nn2)CCS(=O)(=O)N1Cc1ccc(-c2ccc(Cl)c(Cl)c2)cc1 (stereo not drawn)

Screen / compound no.	26
TLR9-MyD88 inh	2.1
SRC2 inh	23.7
C8 TRAIL sens	-12.8
COUP-TFII inh	11.3
NOD2 RIPK2 PPI	-10.0
SRC1 inh	9.9
SRC3 inh	14.0
NR5A2 inv ag	5.2
TROY signal inh	18.2
Vif inh	5.6
LMP1 NFkB inh	-22.9
